U2OS ROS induce – raises reactive oxygen species in U2OS cancer cells | U2OS ROS induction, H2DCF-DA fluorescence | ROS induction (% of piperlongumine), % at 10 µM | 2% of 46,000 active | AID 624156; in the data active = ROS induction above about 79%, passing the limit was not always enough; inconclusive = no clear call, values can overlap the other calls;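 also: 0% = DMSO vehicle median and 100% = reference compound median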
* = called active by the depositor; u = inconclusive. This is a subset; the hit share may differ from the screen's.

The opening 2 records as a preview:
Structure	U2OS ROS induce
Cc1noc(C)c1S(=O)(=O)Nc1cccc2c1O[C@H](CN(C)S(=O)(=O)c1ccccc1)[C@H](C)CN([C@H](C)CO)C2=O	-9.0
CCn1nccc1C(=O)Nc1nc2ccccc2n1CCN1CCCCC1	-26.9

All compounds of this part, repeating the preview:
Structure	U2OS ROS induce
Cc1noc(C)c1S(=O)(=O)Nc1cccc2c1O[C@H](CN(C)S(=O)(=O)c1ccccc1)[C@H](C)CN([C@H](C)CO)C2=O	-9.0
CCn1nccc1C(=O)Nc1nc2ccccc2n1CCN1CCCCC1	-26.9
O=c1c2cc(-c3ccccc3)sc2ncn1/N=C/c1cccs1	20.5
O=C(N/N=C/c1cc2ccccc2n1S(=O)(=O)c1ccccc1)c1ccccn1	4.0
C[C@@H]1CN([C@@H](C)CO)C(=O)c2cc(NC(=O)Cn3cnnn3)ccc2O[C@H]1CN(C)C(=O)Nc1ccc2c(c1)OCO2	-9.1
Cc1onc(-c2ccccc2)c1C(=O)/C=C/N(C)C	-5.1
C[C@H](CO)N1C[C@H](C)[C@H](CN(C)Cc2ccc(Oc3ccccc3)cc2)Oc2c(NC(=O)c3ccncc3)cccc2C1=O	9.5
COc1ccc(NC(=O)N(C)C[C@H]2Oc3c(NS(=O)(=O)c4c(C)noc4C)cccc3C(=O)N([C@H](C)CO)C[C@H]2C)cc1	-8.4
C[C@@H]1CN([C@@H](C)CO)C(=O)Cc2cc(NC(=O)C3CC3)ccc2O[C@@H]1CN(C)C(=O)Nc1cccc2ccccc12	0.3
COc1ccc(S(=O)(=O)N(C)C[C@@H]2Oc3ccc(NC(=O)CCC(F)(F)F)cc3C(=O)N([C@@H](C)CO)C[C@@H]2C)cc1	-7.0
Cc1noc(C)c1NC(=O)N(C)C[C@H]1OCc2cn(nn2)CCCC(=O)N([C@@H](C)CO)C[C@H]1C	-7.5
COC(=O)c1ccc(NC(=S)NC(=O)N2CCOCC2)cc1	-0.8
Cc1ccc(NC(=O)CCc2nnc3ccc(N4CCN(C5CCCCC5)CC4)nn23)cc1C	9.3
C[C@@H]1CCCCO[C@@H](CN(C)C(=O)Nc2cccc3ccccc23)[C@@H](C)CN([C@H](C)CO)C(=O)c2cc(NC(=O)CCC(F)(F)F)ccc2O1	56.5
c1ccc(-c2nc(SCC3COc4ccccc4O3)oc2-c2ccccc2)cc1 (stereo unspecified)	16.6
CC(C)NC(=O)N(C)C[C@H]1Oc2ccc(NS(=O)(=O)c3ccccc3)cc2CC(=O)N([C@@H](C)CO)C[C@@H]1C	-2.0
Cn1nnnc1SCC(=O)Nc1ccc(C#N)cc1	-2.2
O=C(CSc1nnnn1-c1ccccc1)Nc1ccc(Oc2ccccc2)cc1	0.4
COC(=O)C1=CO[C@@H](OC2OC(O)C(O)C(O)C2CO)[C@H]2[C@@H]1C=CC21C=C([C@H](C)OC(=O)/C=C/c2ccc(OC3OC(CO)C(O)C(O)C3O)cc2)C(=O)O1 (stereo partly specified)	-1.9
C[C@@H]1CN([C@H](C)CO)C(=O)c2cc(NS(=O)(=O)c3cn(C)cn3)ccc2O[C@@H]1CN(C)C(=O)Nc1ccccc1	-4.4
COc1ccc2nc(Sc3c([N+](=O)[O-])nc(C)n3Cc3ccccc3)[nH]c2c1	7.7
Cc1noc(C)c1NC(=O)Nc1cccc2c1O[C@H](CN(C)Cc1ccc(C(=O)Nc3ccccc3N)cc1)[C@@H](C)CN([C@H](C)CO)C2=O	-9.2
CCOC(=O)c1cccc(NS(=O)(=O)c2cc(C(=O)OCC)n(C)c2)c1	2.6
C[C@@H]1CN([C@@H](C)CO)C(=O)Cc2cc(NS(=O)(=O)c3ccc(Cl)cc3)ccc2O[C@@H]1CN(C)Cc1ccc(C(F)(F)F)cc1	23.3
COc1ccc(NC(=O)Nc2ccc3c(c2)C(=O)N([C@H](C)CO)C[C@@H](C)[C@H](CN(C)C(=O)Nc2cccc4ccccc24)O3)cc1	-11.2
COc1c(O)cc2c(c1OC)CC(=O)CCC2	-6.3
COc1cccc(-c2cnc3c(c2)C(=O)N([C@H](C)CO)C[C@H](C)[C@H](CN(C)C(=O)NC(C)C)O3)c1	2.1
O=C(COc1ccc(Cl)cc1CO)Nc1ccc(F)cc1	-5.6
COc1ccc(NC(=O)N(C)C[C@@H]2Oc3c(NC(=O)Nc4ccc(F)cc4)cccc3C(=O)N([C@@H](C)CO)C[C@H]2C)cc1	0.3
COc1ccc(CN(C)C[C@H]2OCCCC[C@@H](C)Oc3ccc(NC(=O)c4ccccc4)cc3C(=O)N([C@H](C)CO)C[C@@H]2C)cc1	23.0
O=C(CSc1nc(-c2cccs2)cc(C(F)(F)F)n1)OCCCc1ccccc1	1.3
Clc1ccc(Oc2nc(Oc3ccc(Cl)cc3)nc(N3CCSCC3)n2)cc1	0.0
COc1c(S(=O)(=O)n2c(C)nc3ccccc32)ccc(Cl)c1Cl	0.2
COc1ccc(OCc2ncc(-c3ccc4c(c3)OCCCO4)s2)cc1	-2.4
COCCOC(=O)N1C(=O)[C@@]2(c3cc(C#CCC(C(=O)OC)C(=O)OC)ccc31)[C@H](c1ccccc1OCCO)N1[C@H](c3ccccc3)[C@H](c3ccccc3)OC(=O)[C@H]1[C@@H]2C(=O)Nc1nc2ccccc2s1	11.7
COc1c(C(CC(C)C)OC(C)=O)ccc2c1C(=O)OCc1cc(C)cc(O)c1O2 (stereo unspecified)	-1.3
CCOC(=O)c1c(NC(=O)c2nc3ncccn3n2)sc2c1CCCC2	-3.4
CCOc1ccc(/C=C2\SC(=Nc3cccc(C)c3C)NC2=O)cc1	1.0
C[C@@H]1CN([C@H](C)CO)C(=O)c2cccc(NC(=O)Nc3ccc(C(F)(F)F)cc3)c2O[C@H]1CN(C)Cc1ccc(Cl)c(Cl)c1	19.8
CNC[C@H]1Oc2ccc(NC(=O)Cc3cn(C)c4ccccc34)cc2CC(=O)N([C@@H](C)CO)C[C@H]1C	0.4
Cc1noc(C)c1NC(=O)N(C)C[C@@H]1Oc2ccc(NC(=O)Cc3ccccc3)cc2C(=O)N([C@@H](C)CO)C[C@H]1C	-5.8
CC(C)OC(=O)C1C2C=CC3(CN(Cc4ccco4)C(=O)C13)O2 (stereo unspecified)	-8.1
CC(=O)c1cccc(NC(=O)CSc2nc(C)cc(=O)[nH]2)c1	-9.8
Cc1nc(SC(C)C(=O)Nc2ccc(Cl)cc2)n[nH]1 (stereo unspecified)	-11.8
O=C(OCCO)c1cccc2c1-c1ccccc1C2=O	-1.8
O=C(CC1(O)C(=O)N(Cc2ccccc2)c2ccc(Cl)cc21)c1ccc2c(c1)OCCO2 (stereo unspecified)	-3.5
O=C(O)CCCCCCC(=O)N/N=C/c1cn(S(=O)(=O)c2ccccc2)c2ccccc12	52.4
CC1=C(C(=O)Nc2cc(C)ccc2C)C(c2ccc(N(C)C)cc2)NC(=S)N1 (stereo unspecified)	39.3
O=C(O)c1ccc(Oc2ccccc2)cc1	5.7
C[C@@H]1CN([C@@H](C)CO)C(=O)c2cc(NC(=O)CCCN(C)C)ccc2O[C@H]1CN(C)Cc1ccc(C(F)(F)F)cc1	-8.6
c1ccc(-c2n[nH]c3c2oc2ccccc23)cc1	35.6
CC(C)CCNC(=O)c1cccc2c1-c1ccccc1C2=O	14.2
C=CCN(CC=C)CC(O)Cn1cnc2c1c(=O)n(C)c(=O)n2C (stereo unspecified)	-3.2
CC(C)(C)NC[C@@H](O)COc1nsnc1N1CCOCC1	-6.4
Cc1nn2c(nc1=O)NNC2(C)c1ccccc1 (stereo unspecified)	-5.5
Cn1c(SCC(=O)Nc2ccc(Cl)cc2)nnc1-c1ccc(Cl)c(Cl)c1	-8.2
C[C@@H]1CN([C@H](C)CO)C(=O)c2cc(NS(C)(=O)=O)ccc2O[C@H]1CN(C)S(=O)(=O)c1ccc(Cl)cc1	10.3
C[C@H]1CN([C@@H](C)CO)C(=O)c2cc(NC(=O)C3CCCCC3)ccc2O[C@@H]1CN(C)C(=O)Nc1ccc(F)cc1	10.1
Cc1noc(C)c1S(=O)(=O)Nc1ccc2c(c1)C(=O)N([C@H](C)CO)C[C@H](C)[C@@H](CN(C)C(=O)c1ccncc1)OCCCC[C@@H](C)O2	1.3
C[C@@H]1CN([C@H](C)CO)C(=O)c2cccc(NS(=O)(=O)c3cn(C)cn3)c2O[C@H]1CN(C)CC1CC1	-6.9

4 entries from above, field by field:
c1ccc(-c2n[nH]c3c2oc2ccccc23)cc1
  U2OS ROS induce = 35.6

CC(C)CCNC(=O)c1cccc2c1-c1ccccc1C2=O
  U2OS ROS induce = 14.2

C=CCN(CC=C)CC(O)Cn1cnc2c1c(=O)n(C)c(=O)n2C (stereo unspecified)
  U2OS ROS induce = -3.2

CC(C)(C)NC[C@@H](O)COc1nsnc1N1CCOCC1
  U2OS ROS induce = -6.4

Additional records
Structure	U2OS ROS induce
COC(=O)CN1C=C(C(=O)OC)C(c2ccc(O)cc2)C(C(=O)OC)=C1	21.0
COc1ccc(C)cc1NC(=O)c1ccc(OCC(=O)Nc2cc(Cl)ccc2Cl)cc1	-2.2
CC(=O)Nc1ccc(NC(=O)C2C3CCC(C3)C2C(=O)O)cc1 (stereo unspecified)	-8.7
C[C@H](CO)N1C[C@H](C)[C@H](CN(C)S(=O)(=O)c2cccs2)Oc2c(NC(=O)Nc3ccc(F)cc3)cccc2C1=O	40.2
CCN(CC)c1c(C#N)c(SCC(=O)c2cccs2)cc2c1CCCC2	91.7*
C[C@@H]1CN([C@@H](C)CO)C(=O)Cc2cc(NC(=O)Nc3cccc4ccccc34)ccc2O[C@@H]1CN(C)S(=O)(=O)c1cccs1	41.3
Cc1noc(C)c1NC(=O)Nc1ccc2c(c1)C(=O)N([C@@H](C)CO)C[C@@H](C)[C@@H](CN(C)S(=O)(=O)c1cccs1)O2	-5.5
C[C@H]1CN([C@@H](C)CO)C(=O)c2cccc(NS(C)(=O)=O)c2O[C@@H]1CN(C)C(=O)Nc1ccc(C(F)(F)F)cc1	-1.1
C[C@H]1CN([C@@H](C)CO)C(=O)Cc2cc(NC(=O)C3CC3)ccc2O[C@H]1CN(C)Cc1ccncc1	6.9
O=C(O)c1ccc2nc(N3CCCCC3)sc2c1	28.9
Cc1cc(Cl)ccc1NC(=O)CNS(=O)(=O)c1ccc(Br)cc1	-11.1
Cc1ccc(S(=O)(=O)Nc2cccc3c2O[C@@H](CN(C)S(=O)(=O)c2ccc(C)cc2)[C@@H](C)CN([C@@H](C)CO)C3=O)cc1	3.1
O=S(=O)(c1ccc(C(F)(F)F)cc1)n1nccc1-c1cc(-c2ccccc2)no1	-4.4
C[C@@H]1CN([C@H](C)CO)C(=O)c2cccc(NC(=O)Nc3ccc(C(F)(F)F)cc3)c2O[C@@H]1CN(C)C(=O)Nc1cccc2ccccc12	15.4
C[C@@H]1CN([C@@H](C)CO)C(=O)c2cc(NC(=O)CCN3CCOCC3)ccc2O[C@@H]1CN(C)S(=O)(=O)c1ccccc1	1.2
COc1ccc(S(=O)(=O)N(C)C[C@@H]2OCCCC[C@@H](C)Oc3ccc(NC(=O)Nc4c(C)noc4C)cc3C(=O)N([C@H](C)CO)C[C@@H]2C)cc1	5.3
C[C@H](CO)N1C[C@H](C)[C@H](CN(C)Cc2ccc(-c3ccccc3)cc2)Oc2ccc(NS(=O)(=O)c3cn(C)cn3)cc2C1=O	18.5
CCCCCCC/C=N/NC(=O)c1ccccc1O	-13.9
COc1ccc(N(C)C(=O)c2cn(CC(C)C)c(=O)c3cc(OC)c(OC)cc23)cc1	-22.7
Cc1cccc(N(CC(=O)Nc2ccccc2)S(C)(=O)=O)c1C	-4.3
CC(C)NC(=O)N(C)C[C@H]1Oc2ccc(NC(=O)C3CC3)cc2C(=O)N([C@@H](C)CO)C[C@H]1C	-3.2
C[C@H]1CN([C@@H](C)CO)C(=O)c2cc(N(C)C)ccc2O[C@@H]1CN(C)Cc1ccc(-c2ccccc2)cc1	206.0*
C[C@H]1CN([C@@H](C)CO)C(=O)c2cccc(N(C)C)c2O[C@@H]1CN(C)Cc1ccccc1	-6.9
C[C@@H]1CN([C@H](C)CO)C(=O)c2cc(NC(=O)c3ccncc3)ccc2O[C@@H]1CN(C)CC1CCCCC1	u
C[C@@H]1CN([C@H](C)CO)C(=O)c2cccc(NC(=O)Nc3ccccc3)c2O[C@H]1CN(C)C(=O)Nc1ccc2c(c1)OCO2	2.3
CC(=O)Nc1ccc(-c2nnc3n(Cc4ccccc4Cl)c(=O)c4ccccc4n23)cc1	36.6
COc1ccc(C(=O)Nc2ccc(Cl)cc2)cc1S(=O)(=O)Nc1ccc(Cl)cc1	-9.4
C[C@H]1CN([C@@H](C)CO)C(=O)Cc2cc(NC(=O)Nc3ccccc3)ccc2O[C@@H]1CN(C)C	10.5
CC1CCN(C(=O)c2scc3c2CCCC3)CC1	-8.8
O=C(O)c1c(CNC2CCCc3ccccc32)c2ccccc2n1Cc1ccc(F)cc1Cl (stereo unspecified)	-8.9
Cc1ccc(S(=O)(=O)Nc2ccc3c(c2)C(=O)N([C@H](C)CO)C[C@H](C)[C@H](CN(C)S(=O)(=O)c2ccc(Cl)cc2)O3)cc1	25.1
CC(C)CN(CC(C)C)C(=O)NCc1noc2ccccc12	-0.1
C[C@@H]1CN([C@@H](C)CO)C(=O)c2cc(NC(=O)Nc3ccc(F)cc3)ccc2O[C@H]1CN(C)S(=O)(=O)c1ccc(Cl)cc1	66.2

Screens: PubChem, Broad Institute
